# SENP1 FRET inh: human SENP1 catalytic domain inhibitors, primary screen, biochemical, FRET, uHTS; recombinant SENP1 catalytic domain, CyPet-SUMO1-YPet FRET cleavage; inhibition, % at 10 µM; actives 0.21% (n = 360,000); Sentrin-specific protease 1 (Homo sapiens), Q9P0U3;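 active = inhibition at least 30% at 10 µM, raw YFP signal under a set limit, fluorescence ratio 0.5 to 1.5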;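 note: 0% = enzyme with DMSO and 100% = no enzyme wells; some results filed as inactive read as strong as hits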
# Target sequence (Q9P0U3 419-644 limits assumed): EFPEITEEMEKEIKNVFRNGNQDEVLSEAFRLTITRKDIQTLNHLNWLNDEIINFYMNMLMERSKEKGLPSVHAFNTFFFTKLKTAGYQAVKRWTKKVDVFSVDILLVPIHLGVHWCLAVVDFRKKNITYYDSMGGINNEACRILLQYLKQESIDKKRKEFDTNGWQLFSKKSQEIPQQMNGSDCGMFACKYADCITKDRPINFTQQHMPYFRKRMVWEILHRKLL
#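 material = recombinant human SENP1 catalytic domain, His6-tagged | quantity = 20 pM enzyme | reagent = 25 nM SUMO1 FRET substrate | compound dosing = 10 µM single point, 0.5% DMSO | timing = 50 min enzyme reaction, room temperature, light-protected | detection = FRET, CFP and YFP emission | control set = no-enzyme low, enzyme-DMSO high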
# PfGluPho inh: PfG6PD enzyme inhibitors, primary screen, biochemical, fluorescence intensity, uHTS. PfGluPho enzyme, NADPH resazurin-diaphorase fluorescence. inhibition, % at 20 µM. actives 0.78% (n = 350,000). AID 504690, 2011;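 active = inhibition reaching at least a set limit at 20 µM in the primary screen, cut at about 59% in these data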;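 note: 0% = DMSO wells with substrate and 100% = DMSO wells lacking glucose-6-phosphate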
# SENP6 block: SENP6 protease inhibitors, primary screen, biochemical, luminescence, uHTS. Sentrin-specific protease 6 (Homo sapiens), Q9GZR1. Recombinant SENP6 catalytic domain, aminoluciferin luminescence. inhibition, % at 10 µM. actives 1.8% (n = 330,000). AID 2599, 2010;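 active = inhibition above about 50% at the single tested dose, limit read from the data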;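 note: plate controls were DMSO wells with enzyme for no effect and DMSO wells lacking enzyme for full effect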
# HKDC1 inhibitor: HKDC1 hexokinase inhibitors, primary screen, biochemical, fluorescence, uHTS; actives 0.16% (n = 340,000); recombinant HKDC1, G6PDH/diaphorase resazurin coupled fluorescence; Q2TB90; inhibition, % at 20 µM;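 active = inhibition above about 35% when tested at 20 µM, limit read from the data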;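 note: plate controls were DMSO wells with enzyme for no effect and DMSO wells lacking enzyme for full effect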
#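 Test system: recombinant HKDC1 (HK5) hexokinase enzyme, produced in-house / Doses: 20 µM test compound, 1% DMSO / Timing: 90 min, room temperature / Detection: G6PDH/diaphorase-coupled fluorescence, 1 mM NADP, 100 µM resazurin, 525/613 nm / Control set: DMSO wells with and without enzyme mix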
# SENP8 block-1: human SENP8 protease inhibitors, primary screen, biochemical, fluorescence, Nedd8 protein substrate, uHTS. Sentrin-specific protease 8 (Homo sapiens), Q96LD8. recombinant SENP8. inhibition, % at 20 µM. actives 0.64% (n = 360,000). AID 602440, 2012; in the data active = inhibition mostly above about 40%, no sharp cut-off; inactive = mostly below about 27%
# Target sequence (Q96LD8 whole entry, looked up): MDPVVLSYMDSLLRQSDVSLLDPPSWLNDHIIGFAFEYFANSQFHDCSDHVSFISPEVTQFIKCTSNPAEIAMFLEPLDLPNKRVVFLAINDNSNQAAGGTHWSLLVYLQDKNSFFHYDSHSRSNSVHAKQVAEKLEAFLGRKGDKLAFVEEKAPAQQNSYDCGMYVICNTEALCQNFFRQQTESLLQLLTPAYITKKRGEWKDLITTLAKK
# NLRP3 yeast inh: NALP3 inflammasome inhibitors in reconstituted yeast, primary screen, luminescence, uHTS; inhibition, % at 10 µM; Yeast reconstituted NLRP3/ASC/caspase-1, beta-gal luminescence, 24 h; actives 0.39% (n = 330,000);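 active = inhibition of 50% or more; inactive = inhibition below 50%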;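 note: plate controls were induced DMSO wells for no effect and uninduced yeast grown without galactose for full effect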
# SENP8 block-2: SENP8 protease inhibitors, primary screen, biochemical, luminescence. Sentrin-specific protease 8 (Homo sapiens), Q96LD8. actives 1.2% (n = 330,000). inhibition, % at 10 µM. purified SENP8, Z-RLRGG-aminoluciferin cleavage. AID 2540, 2010; in the data active = inhibition above about 50%
# Apaf-1 inh: inhibitors of human Apaf-1 apoptosome, primary screen, biochemical, DEVD-Rh110 fluorescence, uHTS | Apoptotic protease-activating factor 1 (Homo sapiens), O14727 | reconstituted apoptosome caspase-3 activity | inhibition, % at 20 µM | actives 0.71% (n = 330,000) | AID 489030, 2010; active = inhibition of at least 40% at 20 µM;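 note: plate controls were DMSO wells for no effect and DEVD-CHO caspase inhibitor wells for full effect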
#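 Assay system: Apoptosome proteins | Medium: pH 7.5 Hepes buffer with CHAPS, BSA, DTT | Also added: Cytochrome c and DEVD-Rh110 substrate | Times: 30 min plus 50 min, RT | Detection: Rhodamine 110 fluorescence at Ex 480/Em 540 nm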
# SENP7 inh: SENP7 protease inhibitors, primary screen, biochemical, luminescence, uHTS | Sentrin-specific protease 7 (Homo sapiens), Q9BQF6 | recombinant SENP7, Z-RLRGG-aminoluciferin luminescence, 40 min | inhibition, % at 5 µM | actives 1.5% (n = 330,000) | AID 434973, 2010;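 active = inhibition above about 50% at the single test dose, limit read from the data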;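 note: plate controls were DMSO with enzyme for no effect and no enzyme buffer wells for full effect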
# Target sequence (Q9BQF6 706-1050 limits assumed): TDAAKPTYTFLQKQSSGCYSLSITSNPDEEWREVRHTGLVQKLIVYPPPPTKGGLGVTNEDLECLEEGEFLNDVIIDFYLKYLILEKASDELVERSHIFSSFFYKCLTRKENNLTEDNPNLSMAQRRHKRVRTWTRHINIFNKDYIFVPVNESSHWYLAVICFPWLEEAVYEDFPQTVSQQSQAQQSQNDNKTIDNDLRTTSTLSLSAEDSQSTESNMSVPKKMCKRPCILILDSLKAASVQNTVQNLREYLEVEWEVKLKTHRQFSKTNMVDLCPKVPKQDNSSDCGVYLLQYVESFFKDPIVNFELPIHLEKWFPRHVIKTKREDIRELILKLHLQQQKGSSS
# Active calls of the source: *; i = inactive; / = not tested or not shown. Compounds were not picked by outcome. Share with any hit: about 4.1%.
structure,SENP1 FRET inh,PfGluPho inh,SENP6 block,HKDC1 inhibitor,SENP8 block-1,NLRP3 yeast inh,SENP8 block-2,Apaf-1 inh,SENP7 inh
COc1cn(-c2ccccc2)nc1C(=O)NCc1ccc(C)cc1,2,22,-20,1,-3,5,-12,14,-5
Cc1cccc(OCC(=O)NCC(=O)N/N=C/c2cccnc2)c1,2,6,2,1,26,5,-6,-4,-2
CC(c1ccccc1)n1cc(C(=O)NCc2ccncc2)nn1 (stereo not given),0,-3,2,-2,15,11,-2,-8,4
COc1cc(C2OC(c3cc(OC)c(OC)c(OC)c3)C(C)C2C)cc(OC)c1OC (stereo not given),0,4,1,-7,8,0,-9,16,5
Cc1cc(C)c2ccc(NN)nc2c1O,6,50,5,-25,33,14,7,-15,1
CCOc1ccc2c(c1)s/c(=N\S(=O)(=O)c1ccc(OC)cc1)n2C(F)F,0,4,-3,-8,21,17,-2,9,4
CCOC(=O)Cn1c(=NC(=O)CN2C(=O)CCC2=O)sc2cc(S(N)(=O)=O)ccc21,-4,7,-4,-7,10,7,-3,-2,4
Cc1ccc(-c2nc(N/N=C/c3cccc([N+](=O)[O-])c3)c3ccccc3n2)cc1,31*,-7,14,-7,19,20,-5,-1,-3
O=C(NC1CCCCC1)C(c1ccc(F)cc1)N(CCc1ccccc1)C(=O)CN1C(=O)c2ccccc2S1(=O)=O (stereo not given),-48,-31,/,5,10,/,/,/,/
O=C(Nc1sc2c(c1C(=O)c1ccccc1)CCCC2)c1cccnc1,-2,-12,12,0,21,-3,4,7,7
O=C(CSc1nc2nn(-c3ccccc3)c(=O)c-2c2n1CCCCC2)Nc1ccccc1[N+](=O)[O-],2,-3,3,2,7,12,6,10,0
COC(=O)c1sc(SC)c(S(=O)(=O)C(C)C)c1N,0,-9,-15,0,-1,14,-3,-10,-3
Cc1c(/C=N/N=C2\CCC3C4CCc5cc(O)ccc5C4CCC23C)cnn1C (stereo not given),2,12,3,4,7,38,1,13,14
Cc1csc(NC(=O)C2CSC3(C)CCC(=O)N23)n1 (stereo not given),0,-13,-15,0,8,-5,-8,-2,14
CC1CCN(S(=O)(=O)c2ccc(NC(=S)NC(=O)c3ccc(Cl)cc3)cc2)CC1,2,-3,10,-6,26,13,-3,10,-2

# More results follow:
structure,SENP1 FRET inh,PfGluPho inh,SENP6 block,HKDC1 inhibitor,SENP8 block-1,NLRP3 yeast inh,SENP8 block-2,Apaf-1 inh,SENP7 inh
COc1ccc(C2(c3ccc(OC(C)=O)cc3OC(C)=O)CC(c3ccccc3)NC(=S)N2)cc1 (stereo not given),1,18,3,0,-4,33,7,-5,4
CNC(=S)N/N=C/c1ccc(-c2cccc(C(=O)O)c2)o1,-21,4,-22,-5,-300,-21,35,-6,31
CCN(CC)C(=O)Cn1nnc(-c2ccc(S(C)(=O)=O)cc2)n1,1,-16,-6,-11,11,16,-8,-2,4
OC(COc1ccccc1)CN(Cc1ccccc1)CC(O)COc1ccccc1 (stereo not given),1,6,-3,4,2,18,2,22,5
COc1ccc(C(=O)NN(C)c2nc(-c3ccccc3)cc(C)c2S(C)(=O)=O)cc1,0,-9,2,3,14,5,-3,7,-4
COC(=O)CN1C(=O)N/C(=C/c2ccc(C)o2)C1=O,20,3,20,10,-52,12,3,-9,5
O=C(CCCCCC(=O)N(CCO)CCO)N(CCO)CCO,-2,-2,-6,-7,13,-2,-2,-2,-5
OCCCc1nc2n(n1)C(c1ccccc1Cl)C=C(c1cccs1)N2 (stereo not given),-22,23,-8,13,-286,-3,-6,3,-5
O=C(NC1CCCCC1)Nn1c(-c2ccccc2)nc2ccccc2c1=O,-1,-18,-15,-2,7,5,-6,7,-3
COC(=O)c1oc2ccc(Br)cc2c1-n1cccc1,-2,-12,7,-6,16,24,-3,9,-7
COc1ccc(OC)c(C2Nc3c(Cl)ccc(C(=O)O)c3C3C=CCC32)c1 (stereo not given),3,-26,15,-7,-1,17,-1,5,-5
O=C(O)C1CCN(S(=O)(=O)c2ccc(N3CCOCC3)c([N+](=O)[O-])c2)CC1,3,-13,-14,-5,10,5,-7,-3,-4
CCOC(=O)C1CCN(C(=O)COc2ccc(S(=O)(=O)N3CCOCC3)cc2)CC1,0,7,-5,-6,3,1,-3,-10,-6
N#CCSc1nnc(COc2cccc3ccccc23)n1-c1ccccc1,3,12,4,1,13,0,-8,12,-2
OCCC1CN(Cc2ccc(Oc3ncccn3)cc2)CCN1C1CCCC1 (stereo not given),2,-3,12,-1,8,14,5,4,4

# Next structures
structure,SENP1 FRET inh,PfGluPho inh,SENP6 block,HKDC1 inhibitor,SENP8 block-1,NLRP3 yeast inh,SENP8 block-2,Apaf-1 inh,SENP7 inh
Cc1c(NC(=O)c2c(F)cccc2F)c(=O)n(-c2ccccc2)n1C,2,-13,-12,-6,17,-3,0,-2,0
O=C(NCc1cc(C(F)(F)F)ccc1Cl)c1cccc2c1C(=O)c1ccc(N3CCC(Cc4ccccc4)CC3)cc1S2(=O)=O,-31,23,-7,-6,-30,15,5,21,6
Cc1ccc([N+](=O)[O-])cc1NC(=O)CSc1nncn1-c1ccccn1,-13,3,-17,0,15,22,1,2,10
COc1ccc(CCC(=O)Nc2ccc(OC)c(S(=O)(=O)N3CCCCC3)c2)cc1OC,-1,-4,2,-8,1,16,5,-3,9
OCCC1CN(Cc2cccn2-c2nccs2)CCN1Cc1ccc(F)c(F)c1 (stereo not given),-1,0,-3,0,13,4,-7,5,-2
O=C(O)Cc1ccc(C(=O)c2ccccc2)s1,-37,-22,1,-4,12,-8,0,-5,-2
Cc1cccc(Cl)c1OCCCCn1ccnc1,1,-8,0,-7,6,11,-2,-2,-11
Cc1cc(NC(=O)CCC(=O)N(Cc2ccco2)C(C(=O)NC2CCCCC2)c2cccs2)no1 (stereo not given),0,1,-2,-5,15,13,0,11,-10
Cc1ccc(C)c(NC(=O)Cn2nnc(C(=O)NCc3cccs3)c2N)c1,-1,4,-9,-4,39,4,-1,8,-9
O=C(CN1CCN(Cc2ccccc2Cl)C1=O)NCc1cccnc1,1,-3,-23,1,14,3,2,-20,5
O=c1oc2ccccc2c(O)c1/C=N/c1ccccn1,-4,6,-32,-10,0,-3,-28,2,-12
Cc1ccc(S(=O)(=O)NCc2csc(C)n2)c(C)c1,0,-2,-1,-9,24,4,0,0,10
CC(=O)Nc1ccc(NC(=S)NC(=O)/C=C/c2ccccc2)cc1,0,1,-15,-9,7,-10,-1,-12,-7
CN(C)CCCN(C(=O)CCSc1ccccc1)c1nc2cc3c(cc2s1)OCO3,-1,4,21,-6,25,22,-5,1,13
CC1=C(C(=O)N2CCOCC2)C(c2ccc(Br)cc2)NC(=S)N1c1ccccc1 (stereo not given),2,5,-11,-8,9,7,5,-9,-4

# An excerpt from above with just SENP7 inh and NLRP3 yeast inh.
Molecule	SENP7 inh	NLRP3 yeast inh
Cc1ccc(C)c(NC(=O)Cn2nnc(C(=O)NCc3cccs3)c2N)c1	-9	4
Cc1c(/C=N/N=C2\CCC3C4CCc5cc(O)ccc5C4CCC23C)cnn1C (stereo not given)	14	38
CNC(=S)N/N=C/c1ccc(-c2cccc(C(=O)O)c2)o1	31	-21

# Next records:
structure,SENP1 FRET inh,PfGluPho inh,SENP6 block,HKDC1 inhibitor,SENP8 block-1,NLRP3 yeast inh,SENP8 block-2,Apaf-1 inh,SENP7 inh
CC(C)(C)NC(=O)c1ccc2nsnc2c1,0,-12,2,-5,0,18,4,-2,-1
Cc1nn(Cc2ccccc2)c(C)c1NC(=O)c1cc(-c2ccc3c(c2)OCO3)on1,1,1,8,-11,-40,6,-4,6,-11
C(=Cc1c[nH]c2ccccc12)c1ccc2ccccc2n1,-32,46,/,4,i,/,/,/,/
Cc1ccc(CNC(=S)NCc2ccncc2)cc1,2,12,-32,-11,6,-2,-3,12,-4
Cc1ccc2oc3c(SCc4nc5ccccc5[nH]4)nc(C)nc3c2c1,-6,17,-5,2,-11,31,-4,18,-1
O=C(CSc1ccccn1)Nc1ccc2c(c1)C(=O)c1ccccc1C2=O,2,20,/,15,19,/,/,/,/
Cc1nc(CS(=O)(=O)c2ccc(Cl)cc2)cc(Sc2ccccc2Cl)n1,2,12,-19,3,15,10,-1,20,3
O=C(CN1CCN(Cc2ccccc2F)C1=O)NCc1cccnc1,1,1,-7,-4,8,6,-1,6,-6
CN1C(=O)c2cccc3c(N(C)C)ccc(c23)C1=O,-25,-1,12,2,-14,20,-6,3,0
C=CCN(c1ccccc1OC)S(=O)(=O)c1cccc(C(=O)OC2CCOC2=O)c1 (stereo not given),1,8,-8,-1,3,-2,3,14,-2
COc1ccc(CNC(=O)C2CCN(C(=O)c3csc(Nc4ccc(C)cc4)n3)CC2)cc1,2,3,8,-5,-1,9,1,13,7
O=C(CNC(=O)c1ccccc1)OCCOc1cccc(Cl)c1,1,-9,-7,2,4,23,-1,9,1
O=S(=O)(c1ccc(F)cc1)N1CCCN(Cc2c(F)cccc2F)CC1,2,1,-15,-4,24,15,5,4,-1
CCN(Cc1cc(=O)n2ccsc2n1)c1cccc2ccccc12,-43,36,38,13,-150,-3,12,28,8
O=C(Cc1ccccc1)c1nnc(-c2ccccc2)o1,1,-18,-8,-2,-16,8,6,-8,1

# Further entries.
structure,SENP1 FRET inh,PfGluPho inh,SENP6 block,HKDC1 inhibitor,SENP8 block-1,NLRP3 yeast inh,SENP8 block-2,Apaf-1 inh,SENP7 inh
O=S(=O)(c1ccc(SCc2ccc(Cl)cc2)nc1)N1CCCC1,0,14,-15,8,8,30,-12,13,-8
O/N=C1\CC2(Cc3nonc31)OCCO2,1,-17,-15,-2,22,-1,-3,-1,8
Cc1ccc(OCCOCCOc2cccc3cccnc23)c(Br)c1,2,10,2,-6,-86,15,-8,28,-2
Cc1ccc(NC(=O)C2CSC3(C)CCC(=O)N23)cc1S(=O)(=O)N1CCOCC1 (stereo not given),-1,5,6,-5,3,17,-2,4,8
CCN(C[C@H]1N[C@@](C)(C(=O)OC)[C@H]2C(=O)N(C)C(=O)[C@@H]12)C(=O)c1ccc(C)cc1,2,-14,-21,9,10,10,-5,-7,7
C=CCc1cc(/C=C2/NC(=S)NC2=O)cc(OC)c1O,34,27,-2,13,-208,11,-14,12,-19
CCCCOC(=O)Nc1ccc2c(C)cc(=O)oc2c1,3,-2,-34,1,-294,19,35,8,62*
Nc1ccn(C2CC(O)C(CO)O2)c(=O)n1 (stereo not given),0,-5,7,-6,2,5,7,-3,2

# Compound activity as filed in PubChem.
